# Efflux pump inh: antifungal efflux pump inhibition, Nile Red retention; S. cerevisiae Candida pump triplex; 330,000 tested, 0.44% active; inhibition, % at 10 µM; AID 485275;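 active = plate passing quality check with inhibition over a set limit, or well fluorescence over plate mean plus 4 SD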;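 also: Nile Red retained in pooled yeast measured as flow cytometry median fluorescence; 0% = buffer negative control and 100% = Enniatin B positive control; higher means more Nile Red kept so more efflux inhibition; some compounds called inactive have numbers as strong as hits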
# core dimer inh: HCV core protein dimerization inhibition; 300,000 tested, 0.33% active; AID 1899; TR-FRET GST/Flag-core106 dimerization, 1536-well; inhibition, % at 5 µM;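 active = inhibition above the mean of all tested compounds plus 3 SD, set per screening campaign, cut at about 45% in these data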
#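 assay system = GST-tagged and Flag-tagged HCV core protein residues 1-106 | controls = unlabelled core106 and no-GST-core106 wells | incubation = compound-protein-antibody incubation 4 h at 22.5 °C | probe or stimulus = Eu donor and XL665 acceptor anti-tag antibodies | read-out = % inhibition based on acceptor/donor emission ratio | signal = TR-FRET 671 and 617 nm emission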
# PREPL inh: inhibitors of human prolyl oligopeptidase-like enzyme PREPL | inhibition, % at 5.96 µM | AID 2751 | 320,000 tested, 0.68% active | Q4J6C6 | recombinant PREPL, fluorescence polarization activity-based probe; in the data active = inhibition above about 43%;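 also: 0% = enzyme with DMSO and 100% = wells lacking enzyme; many of its hits are not listed in these tables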
# TPT1 inh: inhibitors of Candida albicans tRNA 2'-phosphotransferase TPT1; 300,000 tested, 0.81% active; inhibition, % at 5 µM; recombinant caTPT1, FP RNA substrate dephosphorylation;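 active = inhibition above the mean of all tested compounds plus 3 SD, set per screening campaign, cut at about 24% in these data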;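 also: plate controls were DMSO alone for no effect and ferristatin control at 100 nM for full effect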
# Fh CTSL1 inh: blocks F. hepatica cathepsin L1 in PFM18AAP counter-screen | 300,000 tested, 0.49% active | inhibition, % at 5.96 µM | AID 1906 | recombinant F. hepatica cathepsin L1, Z-Leu-Arg-MCA fluorescence;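 active = inhibition above the mean of all tested compounds plus 3 SD, set per screening campaign, cut at about 17% in these data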;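 also: 0% = plate median of test compound wells and 100% = 1 µM Z-Phe-Ala-diazomethylketone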
# PP5 primary: inhibitors of human protein phosphatase 5 (PP5) | 320,000 tested, 0.18% active | purified PP5c, OMFP substrate fluorescence | P53041 | inhibition, % at 6.7 µM;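 active = inhibition above the campaign's mean inhibition across all tested compounds plus 3 SD, cut at about 9.5% in these data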;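 also: 0% = DMSO only and 100% = 100 µM cantharidin control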
# Target sequence (P53041 whole entry, looked up): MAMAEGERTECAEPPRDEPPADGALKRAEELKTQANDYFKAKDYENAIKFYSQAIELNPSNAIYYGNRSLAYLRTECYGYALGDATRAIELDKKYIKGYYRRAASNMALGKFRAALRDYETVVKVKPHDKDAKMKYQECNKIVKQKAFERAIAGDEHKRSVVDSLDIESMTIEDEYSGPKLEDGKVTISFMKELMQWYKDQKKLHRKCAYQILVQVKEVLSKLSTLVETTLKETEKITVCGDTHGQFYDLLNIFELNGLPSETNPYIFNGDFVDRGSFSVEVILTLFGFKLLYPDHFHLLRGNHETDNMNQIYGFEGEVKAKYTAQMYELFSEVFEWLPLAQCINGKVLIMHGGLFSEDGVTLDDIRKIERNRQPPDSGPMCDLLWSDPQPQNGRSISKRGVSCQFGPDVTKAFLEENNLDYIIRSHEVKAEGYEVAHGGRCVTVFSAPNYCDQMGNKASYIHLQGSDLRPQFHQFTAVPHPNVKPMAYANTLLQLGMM
# JMJD2C inh: blocks human GASC-1 demethylase activity. AID 2099. inhibition, % at 2.35 µM. 330,000 tested, 0.069% active. GST-JMJD2C(1-420) H3K9me3 demethylation, DELFIA europium;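 active = more than half of a compound's replicate wells show inhibition beyond 50%, single wells judged on their own value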;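 also: signal counts dimethyl H3K9 product captured on neutravidin plate; 0% = median of DMSO wells and 100% = 0.3 times that DMSO median; strong numbers were not always called active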
# PP1 counter: PP1-alpha (human) inhibition in PP5 counter-screen; P62136; purified PP1alpha, OMFP fluorescence; inhibition, % at 6.7 µM; 320,000 tested, 0.9% active; AID 2235;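 active = inhibition above the mean inhibition of all tested compounds plus 3 SD, computed separately for each screening campaign, cut at about 15% in these data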
# Target sequence (P62136 whole entry, looked up): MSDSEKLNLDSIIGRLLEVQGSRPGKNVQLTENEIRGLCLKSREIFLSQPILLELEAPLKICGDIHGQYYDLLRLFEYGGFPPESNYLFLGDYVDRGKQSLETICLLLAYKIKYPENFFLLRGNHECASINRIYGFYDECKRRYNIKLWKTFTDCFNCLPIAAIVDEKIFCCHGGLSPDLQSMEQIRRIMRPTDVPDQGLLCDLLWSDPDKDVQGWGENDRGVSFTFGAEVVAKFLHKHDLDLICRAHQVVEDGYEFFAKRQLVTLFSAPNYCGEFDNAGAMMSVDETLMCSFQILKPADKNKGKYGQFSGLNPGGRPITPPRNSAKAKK
# LYPLA2 counter: blocks human lysophospholipase 2, a PME1 counter-screen; 320,000 tested, 0.38% active; inhibition, % at 5.9 µM; recombinant LYPLA2, FP-Rh probe fluorescence polarization;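 active = inhibition above the screen-wide mean plus 3 SD, limit set per campaign, cut at about 26% in these data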;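 also: 0% = LYPLA2 with DMSO and 100% = wells lacking LYPLA2 enzyme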
# Target sequence (O95372 whole entry, looked up): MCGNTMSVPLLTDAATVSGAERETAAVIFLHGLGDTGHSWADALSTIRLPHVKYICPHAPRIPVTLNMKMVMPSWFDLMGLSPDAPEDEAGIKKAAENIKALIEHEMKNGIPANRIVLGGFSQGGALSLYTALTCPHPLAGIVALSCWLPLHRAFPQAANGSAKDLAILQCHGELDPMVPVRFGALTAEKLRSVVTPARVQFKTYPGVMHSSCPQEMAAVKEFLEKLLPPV
# Starred values were filed as active, the others as inactive; . = no result given.
SMILES,Efflux pump inh,core dimer inh,PREPL inh,TPT1 inh,Fh CTSL1 inh,PP5 primary,JMJD2C inh,PP1 counter,LYPLA2 counter
Cc1cc2nc(C3CCCN(C(=S)Nc4ccccc4)C3)[nH]c2cc1C (stereo not given),0.0,0,3,-1,9,0.9,-1,-1,-6
Cc1ccnc(NC(=O)CCC2CCCCC2)c1,-0.1,-1,1,-1,0,0.7,-3,-2,9
CC(Nn1cnnc1)c1cc(Cl)ccc1O (stereo not given),-0.1,2,-5,0,0,1.5,-23,-3,-2
O=c1c2ccccc2n2c(-c3ccc(F)cc3)nnc2n1Cc1ccccc1,-0.1,8,0,-5,1,-2.2,2,-2,1
O=C(O)Cc1ccc(C(=O)c2ccc(Cl)cc2Cl)s1,0.1,7,1,1,0,2.9,15,1,-5
CC(C)COC(=O)NCCCOC(=O)Nc1ccccc1,0.0,-2,18,-1,0,0.4,4,-1,1
CCOC(=O)N1CCC(N(C(=O)Nc2ccc(CC)cc2)C(C)CC)CC1 (stereo not given),0.0,3,10,0,9,-0.3,0,-1,-1
COc1ccc(-c2noc(CCCC(=O)Nc3ccc(C(N)=O)cc3)n2)cc1OC,-0.1,1,-3,1,-5,-1.2,-1,-4,4
O=Cc1ccc(OC2OCCOC2Oc2ccc(C=O)cc2)cc1 (stereo not given),0.2,21,5,4,2,-1.0,22,-2,9
CCOc1ccc2nc(NC(=O)CSc3cn[nH]n3)sc2c1,0.3,2,15,1,0,0.0,-3,-3,-4
CN(C(=O)c1ccc(NC(=O)Cc2ccc(NC(=O)C3CCCN(C(=O)C4CCCCC4)C3)cc2)cc1)C1CC1 (stereo not given),0.2,.,0,.,.,0.9,9,2,57*
c1csc(-c2ccn[nH]2)c1,0.4,-8,11,2,-4,1.4,7,3,2
NS(=O)(=O)c1ccc(NC2=CC(=O)C(=O)c3ccccc32)cc1,0.1,1,5,0,17*,11*,0,1,2
O=C(CN1C(=O)NC2(CCCCCC2)C1=O)N1CCCCC1,0.0,.,0,.,.,-2.1,1,-6,-3
Cc1ccc(-c2cccc(C3CC=CC4C3C(=O)N(Cc3ccccc3)C4c3cc(C)ccc3F)c2)cc1 (stereo not given),0.3,18,-2,3,0,2.6,12,7,1
CCCCn1c(=O)c(CCC(=O)OCC(=O)NC(=O)NCCOC)nc2ccccc21,0.0,2,0,-3,3,-1.2,3,-1,-5
N#CCCn1cc(C(=O)O)c(-c2cc3ccccc3o2)n1,-0.1,-1,7,1,6,1.6,3,-2,9
CN1CCN(C(=S)C(=O)NCc2ccccc2)CC1,-0.1,-4,-7,3,1,0.5,0,0,4
CN(C)S(=O)(=O)N(CC(=O)N1CCOCC1)c1ccccc1,0.1,-1,5,-2,-1,0.3,-2,-2,6
CCOC(=O)c1c(C)[nH]c(C)c1C(=O)COC(=O)c1nc2nccc(C)n2n1,0.0,-1,0,4,-5,0.7,-16,5,0
COc1cccc(N=Cc2c(O)n(-c3cccc(C)n3)c(=O)c3ccccc23)c1,0.1,5,15,0,3,3.6,-8,-1,-4
COc1ccc(-c2cc(C(=O)NCCN3CCOCC3)c3cc(C(C)C)ccc3n2)cc1,0.1,4,1,-3,1,0.8,8,0,0
CC(C)C(C(=O)Nc1ccc2c(c1)OCCO2)N1C(=O)c2ccccc2C1=O (stereo not given),-0.2,4,-1,1,3,0.8,-27,-3,7
O=[N+]([O-])c1cc(Cl)ccc1NCCNc1ncc(C(F)(F)F)cc1Cl,-0.1,3,2,7,5,0.1,-11,-6,2
CCOc1ccc(-n2c(SC)nc3c(c2=O)SCC3)cc1,0.2,2,1,4,2,3.5,4,3,0
# (further entries)
SMILES,Efflux pump inh,core dimer inh,PREPL inh,TPT1 inh,Fh CTSL1 inh,PP5 primary,JMJD2C inh,PP1 counter,LYPLA2 counter
O=S(=O)(c1ccccc1)N1CCC(O)(CSc2ccc(Cl)cc2)CC1,-0.1,10,-9,-3,3,5.9,30,-1,12
O=c1[nH][nH]c(-c2ccccc2)c1C=Nc1ccc(C(F)(F)F)cc1,0.1,0,3,3,-3,1.9,13,0,-4
COc1ccc(N=C2CCS(=O)(=O)c3sccc32)cc1,0.0,1,-1,1,-3,0.5,-1,-1,-5
COc1ccc(/C=N/NC(=S)Nc2cc(S(=O)(=O)N3CCOCC3)ccc2N2CCOCC2)cc1O,0.2,6,30,2,1,2.3,5,-3,6
COc1cc(/C=C2/SC(=O)N(CC(=O)N3CCCC3)C2=O)ccc1Oc1ccc([N+](=O)[O-])cn1,-0.1,-2,16,-3,5,0.3,-10,-5,9
Cc1cc(NC2CCCC2)n2ncc(-c3ccccc3)c2n1,0.0,10,9,1,8,0.8,27,1,-4
CCOc1ccc(C)cc1S(=O)(=O)n1ccc(C)n1,0.0,-4,-6,-1,-1,2.6,3,-2,6
CC(=O)C1=C(O)C(=O)N(c2ccc(Br)cc2)C1c1cccc(F)c1 (stereo not given),-0.1,1,12,-1,5,2.0,12,16*,6
O=C(CCc1ccccc1)NNC(=O)c1cccc(F)c1,0.1,-1,4,-5,-4,-1.9,-4,-1,3
CCOC(=O)N1CCN(c2cc3nccnc3cc2F)CC1,0.0,0,8,-1,7,0.1,1,-4,4
O=C(O)c1nc(NCc2ccccc2)ncc1Cl,0.3,9,0,5,-10,1.8,-24,-2,-6
CCOc1ccc(C2=NNC(c3cccs3)=Nc3ccc(OC)cc32)cc1,-0.1,6,-1,-1,1,1.9,-1,3,1
Cc1cc(C(=O)NNS(=O)(=O)c2ccccc2C(F)(F)F)nn1C(C)(C)C,0.0,1,-2,-4,-3,-1.0,4,-2,4
O=C(COc1ccccc1Cl)NCCCN1CCOCC1,0.0,-1,21,-2,2,-2.1,21,-3,8
O=C(c1ccc2nc(Cc3ccccc3F)oc2c1)N1CCCC1,-0.1,-10,13,-2,1,-0.3,4,-4,6
O=C(NCCc1ccccc1)c1cc2sccc2n1Cc1ccccc1,0.0,15,-6,-5,4,3.4,22,12,-4
CCc1ccc(OCC(=O)N/N=C/c2ccc(OS(=O)(=O)c3ccc(C)cc3)c(OC)c2)cc1,0.0,14,-6,-1,2,6.0,4,8,-40
O=C(COc1ccccc1)N/N=C/c1ccc(O[C@@H]2O[C@H](CO)[C@@H](O)[C@H](O)[C@H]2O)cc1,-0.1,4,12,-4,11,-7.2,3,5,5
Cc1ccc(S(=O)(=O)NC(C)CCc2ccccc2)cc1C(N)=O (stereo not given),0.7,1,12,0,0,-0.7,-6,-2,5
Cc1c2cnn(-c3ccccc3)c(=O)c2c(C)n1CCCC(=O)N1CCN(C2CCCCC2)CC1,0.1,1,7,0,-2,-0.9,2,-1,8
CN1C(=O)/C(=C\c2cc(Br)cs2)c2ccccc21,-0.1,2,4,-2,-1,3.9,1,1,-2
COc1ccc(C(=O)OCC(=O)Nc2sccc2C(N)=O)cc1[N+](=O)[O-],0.0,.,-8,.,.,1.4,5,2,1
Cc1ccc(S(=O)(=O)c2c(C)cc(C)nc2Cl)cc1,0.0,2,4,-2,0,0.0,-7,-2,3
Cc1ccccc1CNC(=O)c1ccc2nc(N3CCOCC3)sc2c1,-0.3,-6,17,-1,-1,4.1,-12,-2,9
CC(C)C[C@H](N)c1nnc(S(=O)(=O)Cc2ccc(F)cc2)o1,0.1,-6,-7,4,54*,1.3,13,-3,-8
# Additional structures:
SMILES,Efflux pump inh,core dimer inh,PREPL inh,TPT1 inh,Fh CTSL1 inh,PP5 primary,JMJD2C inh,PP1 counter,LYPLA2 counter
CCOc1ccc2nc(NS(=O)(=O)Cc3ccccc3)sc2c1,-0.3,3,7,-3,4,1.1,-5,3,10
COc1ccc(Nc2nc3c([nH]2)c(=O)[nH]c(=O)n3C)cc1,-0.1,-23,0,0,2,2.0,0,0,3
COC(=O)c1cc2occc2n1CC(=O)Nc1ccc(OC)c(OC)c1OC,-0.3,3,11,-3,5,0.1,-8,-3,2
CCn1c2ccc(Cl)cc2c2nc3ccccc3nc21,-0.1,12,-11,0,-1,2.2,-5,-2,-2
Cc1ccc(NC(=O)CC2SC(=NCC3CCCO3)NC2=O)cc1Cl (stereo not given),0.3,-1,15,4,1,-1.0,-5,-4,1
NC(=O)CN1CCOCCOCCN(CC(N)=O)CCOCCOCC1,-0.1,-12,1,-3,0,4.8,-11,4,0
Cc1ccc2[nH]c(CN3CCC(CO)(CC4CCCCO4)CC3)c(C)c2c1 (stereo not given),-0.1,-2,27,-1,-1,3.0,1,-1,4
Cc1cccc(NC(=O)C2c3ccccc3Oc3ccccc32)n1,0.0,-9,1,0,-4,5.3,-4,-4,-1
CCc1c(C)sc(NC(=O)OC)c1C(=O)N1CCCCC1,-0.2,2,7,-3,-3,0.3,3,-2,5
COc1ccc2sc(N(CCCN(C)C)C(=O)c3ccc(S(=O)(=O)N4CCCC4)cc3)nc2c1,0.0,-1,11,1,11,2.2,-2,0,0

# Exported as tab-separated lines: part of the list above
smiles	Efflux pump inh	core dimer inh	PREPL inh	TPT1 inh	Fh CTSL1 inh	PP5 primary	JMJD2C inh	PP1 counter	LYPLA2 counter
CN1C(=O)/C(=C\c2cc(Br)cs2)c2ccccc21	-0.1	2	4	-2	-1	3.9	1	1	-2
COc1ccc(C(=O)OCC(=O)Nc2sccc2C(N)=O)cc1[N+](=O)[O-]	0.0	.	-8	.	.	1.4	5	2	1
Cc1ccc(S(=O)(=O)c2c(C)cc(C)nc2Cl)cc1	0.0	2	4	-2	0	0.0	-7	-2	3
Cc1ccccc1CNC(=O)c1ccc2nc(N3CCOCC3)sc2c1	-0.3	-6	17	-1	-1	4.1	-12	-2	9
CC(C)C[C@H](N)c1nnc(S(=O)(=O)Cc2ccc(F)cc2)o1	0.1	-6	-7	4	54*	1.3	13	-3	-8
CCOc1ccc2nc(NS(=O)(=O)Cc3ccccc3)sc2c1	-0.3	3	7	-3	4	1.1	-5	3	10
COc1ccc(Nc2nc3c([nH]2)c(=O)[nH]c(=O)n3C)cc1	-0.1	-23	0	0	2	2.0	0	0	3
COC(=O)c1cc2occc2n1CC(=O)Nc1ccc(OC)c(OC)c1OC	-0.3	3	11	-3	5	0.1	-8	-3	2
CCn1c2ccc(Cl)cc2c2nc3ccccc3nc21	-0.1	12	-11	0	-1	2.2	-5	-2	-2
Cc1ccc(NC(=O)CC2SC(=NCC3CCCO3)NC2=O)cc1Cl (stereo not given)	0.3	-1	15	4	1	-1.0	-5	-4	1
NC(=O)CN1CCOCCOCCN(CC(N)=O)CCOCCOCC1	-0.1	-12	1	-3	0	4.8	-11	4	0
Cc1ccc2[nH]c(CN3CCC(CO)(CC4CCCCO4)CC3)c(C)c2c1 (stereo not given)	-0.1	-2	27	-1	-1	3.0	1	-1	4
Cc1cccc(NC(=O)C2c3ccccc3Oc3ccccc32)n1	0.0	-9	1	0	-4	5.3	-4	-4	-1
CCc1c(C)sc(NC(=O)OC)c1C(=O)N1CCCCC1	-0.2	2	7	-3	-3	0.3	3	-2	5
COc1ccc2sc(N(CCCN(C)C)C(=O)c3ccc(S(=O)(=O)N4CCCC4)cc3)nc2c1	0.0	-1	11	1	11	2.2	-2	0	0

# Screening data as filed in PubChem.

# A portion of the library. The share of hits here may be higher or lower than overall.
